BAZ2B inh: BAZ2B (human) inhibition | AlphaScreen BAZ2B-H3K14Ac peptide displacement | Q9UIF8 | AID 504333 | 4.4% of 360,000 active | Potency, µM (highest dose often 114 µM), inactives show at the highest dose activity change, negative = inhibition, most hits filed as inhibitors; note: potency is the fitted concentration of half-maximal effect; % is set by controls: 0 for no effect and ±100 for the full control effect; nearly all actives have a fitted effect of over 60% in size
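Protein-peptide AlphaScreen: BAZ2B 50 nM, b-H3K14Ac 50 nM, 1x PBS pH 7.4 + 0.01% Tween-20. Preincubation 30 min RT; cpd 30 min RT (top 110 uM); beads 20 min RT, light-protected.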
Tb PGK inh: T. brucei PGK inhibition; P07378; PGK/GAPDH coupled, Kinase-Glo luminescence, 60 min; Potency, µM (series often up to 57.5 µM), without a hit: at the top dose activity change, negative = inhibition, actives largely listed as inhibitors; 0.043% of 380,000 active; note: potency is the fitted concentration of half-maximal effect; % is set by controls: 0 for no effect and ±100 for the full control effect; nearly all actives have a fitted effect of over 60% in size
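Luminescent ATP detection (Kinase-Glo Plus) follows a 60-minute room-temperature incubation, with wells lacking PGK as controls. Buffer: 100 mM TEA (pH 7.6), 5 mM MgCl2, 0.01% Tween-20. Coupling enzyme GAPDH (100 nM final) supplies unstable 1,3-BPG in-well.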
PI4K2A block: blocks human PI4K2A kinase activity. Q9BTU6. purified PI4K2A, ADP-Glo luminescence, 1 h; active compounds read low. activity change, negative = inhibition, % at 76.9 µM. 0.13% of 420,000 active; in the data active = activity change below about -50%; inconclusive = mostly about -30% to -49%;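 note: -100% = wells without enzyme as full effect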
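PI4K2A activity was measured by ADP-Glo luminescence: enzyme (4 ug/mL stock) and phosphatidylinositol (1.2 mM stock) in Tris pH 7.5/MgCl2/EGTA/Triton X-100 buffer were reacted with ATP (300 microM stock) for one hour at ambient temperature.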
GLS inh: inhibitors of human glutaminase (GLS); O94925; GLS enzymatic activity, qHTS titration; Potency, µM (top dose mostly 45.5 µM), for the others: top-dose activity change, negative = inhibition, usual class: inhibitors; 0.21% of 410,000 active; AID 624170; note: potency is the fitted concentration of half-maximal effect; % is set by controls: 0 for no effect and ±100 for the full control effect
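Assay buffer: 45 mM KH2PO4 pH 8.2, 0.02% Tween-20. hKGA acts on L-glutamine (1 mM solution added); product glutamate is reported by an oxidase/peroxidase Amplex Red coupling, with fluorescence taken at baseline and 30 min.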
JMJD2A Tudor inh: blocks the human JMJD2A Tudor domain. Potency, µM (series often up to 114 µM), without a hit: top-dose activity change, negative = inhibition, hits mostly inhibitors. O75164. 4.4% of 390,000 active. AlphaScreen JMJD2A-Tudor / H3K4me3 peptide binding. AID 504339; note: potency is the fitted concentration of half-maximal effect; % is set by controls: 0 for no effect and ±100 for the full control effect; nearly all actives have a fitted effect of over 50% in size
HP1b binding inh: inhibitors of HP1-beta chromodomain binding to methylated histone tails. P83916. AlphaScreen HP1-beta / biotin-H3K9me3 peptide binding. Potency, µM (highest dose often 114 µM), without a hit: top-dose activity change, negative = inhibition, actives largely listed as inhibitors. 0.56% of 390,000 active; note: potency is the fitted concentration of half-maximal effect; nearly all actives have a fitted effect of over 70% in size; inactives centre near 23
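HP1-beta protein (50 nM final) preincubated 30 min at room temperature with biotinylated H3(1-18)K9me3 peptide (50 nM) in PBS pH 7.4, 0.01% Tween-20, then compound added for 30 min. AlphaScreen streptavidin donor/nickel chelate acceptor beads (10 ug/mL final), 30 min dark, luminescence read.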
Pol eta inh: blocks human DNA polymerase eta activity. Q9Y253. recombinant Pol eta, fluorescent DNA replication assay. Potency, µM (doses to about 114 µM), for the others: at the top dose activity change, negative = inhibition, hits mostly inhibitors. 1.2% of 390,000 active; note: potency is the fitted concentration of half-maximal effect; % is set by controls: 0 for no effect and ±100 for the full control effect
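Pol eta (10 nM) was preincubated with compounds for 15 min at room temperature, after which fluorescent replication substrate (50 nM final) was added to start the reaction. Fluorescence was read kinetically at 0 and 10 min.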
G9a block: G9a (human) methyltransferase inhibition | Q96KQ7 | G9a H3K9 monomethylation, AlphaScreen, 2 h | Potency, µM (doses to about 102 µM), inactives show at the top dose activity, negative = inhibition, actives largely listed as inhibitors | 8.8% of 350,000 active | AID 504332; note: potency is the fitted concentration of half-maximal effect; % is set by controls: 0 for no effect and ±100 for the full control effect; nearly all actives have a fitted effect of over 75% in size
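Enzyme 20 nM + cpd, 15 min RT; add b-H3K9 pep 500 nM / SAM 20 uM; 2 h RT; anti-H3K9me1 Ab 0.5 ug/mL + SA donor / anti-rabbit acceptor beads 20 ug/mL each, 10 min; AlphaScreen read.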
Pin1 inh: human Pin1 inhibition; Q13526; Pin1 FP peptide displacement, HiFluor488, 10 min; Potency, µM (top dose mostly 115 µM), for the others: at the top dose activity, negative = inhibition, most hits filed as inhibitors; 0.009% of 390,000 active; AID 504891; active = well fitted inhibition curve with a large enough effect in the polarisation, with a control signal flat, not every such curve was filed as active; inconclusive = small, poorly fitted or top-dose-only effect, or effect the other way, or a change in a side signal; inactive = no such curve, though single readings can be large or run the other way; the % refers to the polarisation; note: potency is the fitted concentration of half-maximal effect; % is set by controls: 0 for no effect and ±100 for the full control effect
The depositor's hits bear a star; i = inactive; ? = inconclusive; / = not tested or not shown; & = joins results of further samples; [ ] = remark or other dose. Unless noted, calls come from the whole dose curve; as a rule, active = well fitted curve in the direction sought with a large enough effect; inconclusive = small, poorly fitted or top-dose-only effect, or another doubt; inactive = no such curve, though single readings can be large; an effect the other way counts as inactive or inconclusive. A portion of the library (hit frequency here may not be typical).

Fields – BAZ2B inh	Tb PGK inh	PI4K2A block	GLS inh	JMJD2A Tudor inh	HP1b binding inh	Pol eta inh	G9a block	Pin1 inh
1: COc1cc(SC)ccc1C(=O)NCCc1c[nH]c2ccccc12
 : ?	4%	-20	6%	?	?	-16%	?	-3%
2: Cc1ccc(F)cc1NC(=O)CCOc1ccccc1
 : -21%	-1%	0	1%	2%	36%	-3%	7%	-1%
3: CCCOc1ccc(/C(O)=C2/C(=O)C(=O)N(CCCOC)C2c2cccnc2)cc1 (stereo not drawn)
 : -6%	6%	5	-2%	-6%	20%	-14%	-7%[12.7 µM]	-7%
4: O=C(COC(=O)/C=C/c1cccc(C(F)(F)F)c1)NCc1cccs1
 : 4%	5%	-1	7%	0%	13%	-8%	-2%[2.33 µM]	-9%
5: COc1ccc(CN(C)c2ncnc3sccc23)c(OC)c1OC
 : 2%	5%	0	1%	-8%	22%	-6%	-10%	3%
6: CN1C(=O)Cc2cc(S(=O)(=O)N3CCN(c4cccc(C(F)(F)F)c4)CC3)ccc21
 : 1%&3%	-9%&-9%	-2&-1	0%&-5%	-8%&-12%	70%&32%[activator]	-17%&2%	7%	19%&27%
7: Cc1cccc(NC(=O)CSc2nnc(CNC(=O)c3ccco3)n2C)c1
 : -1%	-5%	6	0%	-13%	-15%	-4%	-3%	-8%
8: O=S(=O)(Nc1cccc(Oc2ccc(Cl)cc2)n1)c1ccc(F)cc1
 : -2%	-1%	5	0%	-24%	20%	?	-3%	0%
9: CCN1C[C@@H]2[C@@H]3C(=O)N(Cc4ccccc4)C(=O)[C@@H]3[C@](Cc3ccccc3)(C(=O)OC)N2C1=NCc1ccccc1
 : /	3%	0	3%	-24%	15%	-6%	/	-3%
10: FC(F)(F)c1ccccc1/C=N/n1c(C2CCCCC2)n[nH]c1=S
 : -36%	i	-1	-16%	?	-11%	?	8.9µM*	1%
11: O=C1NCCN1Cc1ccccc1
 : 7%	4%	2	-6%	9%	9%	-12%	8%	2%
12: CC(=O)N1c2c(cc(Br)cc2S(=O)(=O)N2CCN(c3ccccc3)CC2)CC1C (stereo not drawn)
 : -17%	-3%	-3	0%	?	-28%	-11%	-52%[59 µM]	4%
13: O=C(CN=C1NS(=O)(=O)c2ccccc21)OCC(=O)c1ccccc1
 : 5%	-2%	-2	2%	-7%	22%	-14%	/	-11%
14: COC(=O)CN(c1nc(C)c(Cl)c(OC)n1)S(=O)(=O)c1ccc(C)cc1
 : 0%	i	6	-7%	1%	53%	-18%	-6%	5%
15: O=C(O)c1ccc(NC2=C(Cl)C(=O)c3ccccc3C2=O)cc1
 : 50µM*	-8%	-24	9%	?	-14%	?	?	?
16: COc1ccc(CCNC(=O)c2ccc3c(c2)c(C)c(C)n3Cc2ccc(F)cc2)c(OC)c1OC
 : -26%	-1%	1	-8%	?	-3%	3%	-45%[59 µM]	15%
17: CN1CCN(C(CNS(=O)(=O)c2ccc(F)cc2)c2cccnc2)CC1 (stereo not drawn)
 : -4%	-8%	1	20%	-13%[57.1 µM]	18%	-8%	-15%[59 µM]	-2%
18: Cc1cc[n+](-c2nc([O-])sc2/C=N/Nc2ccc([N+](=O)[O-])cc2)cc1
 : ?	/	-5	8%	-33%	-21%	8%	45µM*	?
19: O=C(CNC(=O)c1ccccc1)OCCCOC(=O)CNC(=O)c1ccccc1
 : -24%	i	2	5%	10%	25%	-12%	?	-5%
20: O=C(O)c1ccc(CSc2nnc(-c3ccco3)n2-c2ccccc2)cc1
 : -2%	-10%	-3	-13%	-2%	43%[activator]	-12%	14%	2%

Pulled one by one from above:
Fields – BAZ2B inh	Tb PGK inh	PI4K2A block	GLS inh	JMJD2A Tudor inh	HP1b binding inh	Pol eta inh	G9a block	Pin1 inh
15: O=C(O)c1ccc(NC2=C(Cl)C(=O)c3ccccc3C2=O)cc1
 : 50µM*	-8%	-24	9%	?	-14%	?	?	?
13: O=C(CN=C1NS(=O)(=O)c2ccccc21)OCC(=O)c1ccccc1
 : 5%	-2%	-2	2%	-7%	22%	-14%	/	-11%
19: O=C(CNC(=O)c1ccccc1)OCCCOC(=O)CNC(=O)c1ccccc1
 : -24%	i	2	5%	10%	25%	-12%	?	-5%
18: Cc1cc[n+](-c2nc([O-])sc2/C=N/Nc2ccc([N+](=O)[O-])cc2)cc1
 : ?	/	-5	8%	-33%	-21%	8%	45µM*	?

Following part.
| nr | SMILES | BAZ2B inh | Tb PGK inh | PI4K2A block | GLS inh | JMJD2A Tudor inh | HP1b binding inh | Pol eta inh | G9a block | Pin1 inh |
| --- | --- | --- | --- | --- | --- | --- | --- | --- | --- | --- |
| 21 | CC(C)(C)c1cc(/C=C2\NC(=O)NC2=O)cc(C(C)(C)C)c1O | -8% | 0% | -1 | -3% | -10% | 15% | -21% | ? | -5% |
| 22 | CC(=O)N(c1nc(CCl)cs1)c1ccc(C)cc1C | ? | 2% | -1 | -3% | -5% | 36% | 0% | ? | 3% |
| 23 | Clc1ccc2nc(-c3cccc(SC4CCCCC4)c3)c(NCc3ccccc3)n2c1 | 6% | -2% | 1 | 17% | 3% | 56%[activator] | -8% | 4%[2.33 µM] | 48%[activator] |
| 24 | O=C(Nc1ccc(N2CCOCC2)c(S(=O)(=O)Nc2ccccc2Cl)c1)c1ccc(F)cc1 | / | -2% | -3 | -1% | -15% | 11% | 1% | / | 17% |
| 25 | CCOc1ccc2c(c1)[C@@H]1C=CC[C@@H]1[C@H](c1ccccc1Cl)N2 | 28µM* | 2% | 1 | -21% | 45µM* | ? | -25% | 11µM* | 2% |
| 26 | COc1ccc(/C(C)=N/OCC(=O)Nc2nc3ccccc3s2)cc1 | 9% | -5% | 1 | 6% | -1% | 33% | -13% | 19%[59 µM] | 0% |
| 27 | CS(=O)(=O)N(CC(O)Cn1c2ccccc2c2ccccc21)c1cccc2ccccc12 (stereo not drawn) | -28% | -1% | -1 | -9% | -21% | -1% | -20% | -5%[59 µM] | -1% |
| 28 | Oc1cccc(CCC2CCCCN2Cc2cn[nH]c2-c2ccc3c(c2)OCO3)c1 (stereo not drawn) | -21% | -1% | -2 | 8% | -10% | 20% | -9% | -2% | 0% |
| 29 | CCOc1ccc(CCNC(=O)COC(=O)c2cccc(OC)c2O)cc1OCC | / | 1% | -14 | 18% | -14% | 45%[activator] | 2% | 7% | -2% |
| 30 | Cc1ccc(C(C(=O)NC(C)(C)C)N(Cc2ccccc2)C(=O)c2snc(C(N)=O)c2N)o1 (stereo not drawn) | / | 5% | 3 | -4% | -18% | 11% | -31% | -3% | 5% |
| 31 | CCN(CC)S(=O)(=O)c1ccc(OC)c(NC(=O)c2ccc(=O)[nH]c2)c1 | 2% | -8% | 8 | 1% | -3% | -17% | -7% | 16%[59 µM] | 4% |
| 32 | C/C(=N/NS(=O)(=O)c1ccccc1)c1c[nH]c2ccccc12 | -26% | 4% | -1 | 12% | -17% | 43%[activator] | 0% | 22µM* | 2% |
| 33 | CC(=O)Nc1ccc(NS(=O)(=O)c2cc([N+](=O)[O-])ccc2C)cc1 | / | -8% | -6 | -2% | -19% | 16% | 0% | -43% | -4% |
| 34 | COc1ccc(-c2ccc(CCC(=O)O)n2NC(=O)c2cccs2)cc1 | -23% | -9% | 0 | -4% | -27% | -3% | -6% | 14µM* | -7% |
| 35 | Cc1cccc(N=C2NC(=O)/C(=C/c3cccs3)S2)c1 | -4% | -8% | 3 | 15% | -30% | -2% | -18% | 2%[59 µM] | 102%[activator] |
| 36 | CCOc1ccc(NC(=O)CN(C)C(=O)c2ccc(-c3ccc(C(C)=O)cc3)o2)cc1OCC | -28% | 6% | -3 | 10% | -17% | 16% | -10% | -9%[0.501 µM] | -2% |
| 37 | COc1cc2c(cc1OC)CN(C(C)C(=O)Nc1ccc(NC(C)=O)cc1)CC2 (stereo not drawn) | 12% | -3% | -5 | 2% | -5% | 14% | 2% | -5%[59 µM] | -6% |
| 38 | CC(C)Cn1c(N)c(C(=O)COC(=O)[C@H](C)NC(=O)c2ccccc2Cl)c(=O)n(C)c1=O | 1% | -2% | 1 | -5% | 0% | 30% | -14% | -26% | 7% |
| 39 | COc1ccc(CN=C2NC(=O)CC(C(=O)Nc3ccc(Cl)cc3)S2)cc1 (stereo not drawn) | -2% | i | 5 | -3% | -7% | 15% | -10% | -11%[59 µM] | 25% |
| 40 | CCOc1ccc(CN2CCNC(=O)C2CC(=O)NCCc2nc(C)c3c(n2)CCC3)cc1 (stereo not drawn) | -7% | -1% | 1 | -5% | -16% | 21% | -19% | 15%[12.7 µM] | -14% |
| 41 | Cc1ccc(NC(=O)c2ccc(C)c(S(=O)(=O)N3CCOCC3)c2)nc1 | 7% | -2% | 6 | 6% | -14% | 5% | ? | -30% | -2% |
| 42 | COc1ccc(S(=O)(=O)N2CCN(Cc3ccc4c(c3)OCO4)CC2)cc1OC | ? | -7% | -3 | -4% | -30% | 4% | -8% | -1%[59 µM] | 0% |
| 43 | CCn1c(CN2CCCCCC2=O)nnc1SCc1cnc(-c2ccccc2)s1 | -3% | -7% | -1 | 6% | -10% | 41%[activator] | -9% | -36% | 2% |
| 44 | COc1ccc(OC)c(NC(=O)CN2C(=O)C(C)N(c3ccc(C)cc3)C2=O)c1 (stereo not drawn) | -4% | -1% | -1 | -3% | -15% | 36% | -13% | 25%[59 µM] | 4% |
